# Pol iota inh: inhibitors of human DNA polymerase iota. AID 588590. Potency, µM (doses to about 115 µM), for inactives: top-dose activity, negative = inhibition, usual class: inhibitors. 1% of 390,000 active. Pol iota fluorescent replication assay, 10 min. Q9UNA4
# Target sequence (Q9UNA4 whole entry, looked up): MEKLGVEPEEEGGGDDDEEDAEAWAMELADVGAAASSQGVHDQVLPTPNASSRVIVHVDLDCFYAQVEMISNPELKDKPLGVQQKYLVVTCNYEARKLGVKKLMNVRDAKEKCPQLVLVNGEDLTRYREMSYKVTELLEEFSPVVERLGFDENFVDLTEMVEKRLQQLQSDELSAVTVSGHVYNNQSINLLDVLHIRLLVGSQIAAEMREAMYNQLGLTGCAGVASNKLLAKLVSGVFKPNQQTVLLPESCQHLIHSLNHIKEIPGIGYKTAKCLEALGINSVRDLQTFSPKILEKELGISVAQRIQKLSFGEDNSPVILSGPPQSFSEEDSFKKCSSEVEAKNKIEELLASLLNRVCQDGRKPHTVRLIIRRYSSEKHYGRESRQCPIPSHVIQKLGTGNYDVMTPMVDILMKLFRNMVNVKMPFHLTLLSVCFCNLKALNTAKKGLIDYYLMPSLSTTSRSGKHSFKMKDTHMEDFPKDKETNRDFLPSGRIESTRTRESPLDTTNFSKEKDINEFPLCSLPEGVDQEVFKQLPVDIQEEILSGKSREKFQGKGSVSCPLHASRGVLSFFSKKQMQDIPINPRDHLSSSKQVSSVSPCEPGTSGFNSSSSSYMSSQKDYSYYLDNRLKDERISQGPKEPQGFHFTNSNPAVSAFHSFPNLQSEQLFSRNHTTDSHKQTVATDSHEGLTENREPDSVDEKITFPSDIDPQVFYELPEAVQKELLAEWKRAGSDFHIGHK
#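 Pol iota at 10 nM preincubated 15 min with compounds at room temperature; reaction started with fluorescent substrate, 50 nM final. Fluorescence read kinetically at 0 and 10 min; buffer-only wells as negative control.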
# HP1b binding inh: HP1-beta chromodomain-methylated histone interaction inhibition; P83916; AlphaScreen HP1-beta / biotin-H3K9me3 peptide binding; Potency, µM (top dose mostly 114 µM), inactives show at the highest dose activity change, negative = inhibition, usual class: inhibitors; 0.56% of 390,000 active; note: nearly all actives have a fitted effect of over 70% in size; inactives centre near 23
#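 AlphaScreen: HP1-beta (50 nM) preformed 30 min with biotin-H3(1-18)K9me3 peptide (50 nM) in PBS pH 7.4, 0.01% Tween-20. Compound added for 30 min at RT, then streptavidin donor/nickel chelate acceptor beads (10 ug/mL) for 30 min.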
# Pin1 inh: human Pin1 inhibition | Q13526 | Pin1 FP peptide displacement, HiFluor488, 10 min | Potency, µM (series often up to 115 µM), without a hit: top-dose activity, negative = inhibition, usual class: inhibitors | 0.009% of 390,000 active | AID 504891; active = well fitted inhibition curve with a large enough effect in the polarisation, with a control signal flat, not every such curve was filed as active; inconclusive = small, poorly fitted or top-dose-only effect, or effect the other way, or a change in a side signal; inactive = no such curve, though single readings can be large or run the other way; the % refers to the polarisation; note: % is set by controls: 0 for no effect and ±100 for the full control effect
# G9a block: blocks human histone lysine methyltransferase G9a; Q96KQ7; G9a H3K9 monomethylation, AlphaScreen, 2 h; Potency, µM (highest dose often 102 µM), for the others: at the highest dose activity, negative = inhibition, usual class: inhibitors; 8.8% of 350,000 active; note: % is set by controls: 0 for no effect and ±100 for the full control effect; nearly all actives have a fitted effect of over 75% in size
# Target sequence (Q96KQ7 913-1193 limits assumed): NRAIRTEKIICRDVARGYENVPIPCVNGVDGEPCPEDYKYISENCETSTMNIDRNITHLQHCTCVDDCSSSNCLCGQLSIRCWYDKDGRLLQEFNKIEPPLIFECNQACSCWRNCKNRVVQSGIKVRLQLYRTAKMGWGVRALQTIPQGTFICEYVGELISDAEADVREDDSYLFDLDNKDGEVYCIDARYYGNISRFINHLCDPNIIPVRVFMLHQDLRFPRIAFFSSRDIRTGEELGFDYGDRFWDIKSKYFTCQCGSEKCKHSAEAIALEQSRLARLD
#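 Enzyme 20 nM + cpd, 15 min RT; add b-H3K9 pep 500 nM / SAM 20 uM; 2 h RT; anti-H3K9me1 Ab 0.5 ug/mL + SA donor / anti-rabbit acceptor beads 20 ug/mL each, 10 min; AlphaScreen read.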
# GLS inhibitor: inhibitors of human glutaminase (GLS); GLS enzymatic activity, qHTS titration; 0.21% of 410,000 active; Potency, µM (highest dose often 45.5 µM), without a hit: at the highest dose activity change, negative = inhibition, most hits filed as inhibitors; O94925; note: % is set by controls: 0 for no effect and ±100 for the full control effect
#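 Compounds were pin-transferred onto hKGA, after which L-glutamine (1 mM solution) and a detection mix of glutamate oxidase, HRP and Amplex Red were added. Initial and 30 min RT fluorescence reads were collected.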
# BLM inh: inhibitors of human Bloom syndrome helicase BLM; AID 2528; recombinant BLM DNA unwinding, fluorescence dequenching; Potency, µM (top dose mostly 56.1 µM), inactives show at the highest dose activity change, negative = inhibition, most hits filed as inhibitors; 0.2% of 350,000 active; P54132;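 note: plate controls were vehicle for no effect and no enzyme for full effect; nearly all actives have a fitted effect of over 35% in size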
# PGK inhibitor: blocks T. brucei phosphoglycerate kinase. P07378. PGK/GAPDH coupled, Kinase-Glo luminescence, 60 min. Potency, µM (top dose mostly 57.5 µM), inactives show at the highest dose activity change, negative = inhibition, most hits filed as inhibitors. 0.043% of 380,000 active; note: % is set by controls: 0 for no effect and ±100 for the full control effect; nearly all actives have a fitted effect of over 60% in size
#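 Recombinant glycosomal PGK reaction used 1,3-bisphosphoglycerate generated in-well by GAPDH (100nM final) in 100mM TEA pH 7.6, 5mM MgCl2, 0.01% Tween-20. After 60 minutes at room temperature, ATP was read by Kinase-Glo Plus luminescence end-point.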
# BAZ2B block: BAZ2B (human) inhibition; Potency, µM (highest dose often 114 µM), for inactives: top-dose activity change, negative = inhibition, usual class: inhibitors; 4.4% of 360,000 active; AlphaScreen BAZ2B-H3K14Ac peptide displacement; note: % is set by controls: 0 for no effect and ±100 for the full control effect; nearly all actives have a fitted effect of over 60% in size
#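 Multi-concentration screen (max 110 uM) measuring displacement of acetylated histone H3 peptide from BAZ2B by AlphaScreen, using 50 nM protein, 50 nM peptide and 10 ug/mL streptavidin donor plus Ni-chelate acceptor beads.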
# JMJD2A Tudor: inhibitors of human JMJD2A Tudor domain. O75164. AlphaScreen JMJD2A-Tudor / H3K4me3 peptide binding. Potency, µM (highest dose often 114 µM), inactives show at the top dose activity change, negative = inhibition, usual class: inhibitors. 4.4% of 390,000 active. AID 504339; note: % is set by controls: 0 for no effect and ±100 for the full control effect; nearly all actives have a fitted effect of over 50% in size
# * = called active by the depositor; i = inactive; ? = inconclusive; / = no result given; & = joins results of further samples; [ ] = remark or other dose. Unless noted, calls come from the whole dose curve; as a rule, active = well fitted curve in the direction sought with a large enough effect; inconclusive = small, poorly fitted or top-dose-only effect, or another doubt; inactive = no such curve, though single readings can be large; an effect the other way counts as inactive or inconclusive. Potency is the fitted concentration of half-maximal effect.
no.	Compound	PGK inhibitor	G9a block	Pol iota inh	JMJD2A Tudor	BAZ2B block
1	COc1ccc(CC2(CO)CCN(Cc3ccncc3)CC2)cc1	-5%	-36%	73%[activator]	1%	-28%
2	CN(C(=O)CSc1ccncc1)C1CCCN(Cc2ccccc2F)C1 (centres undefined)	i	80%[activator]	-1%	6%	0%
3	Cn1nc(CSc2ccccc2)c(C=O)c1Cl	-5%	35%	95%[activator]	-4%	1%
4	c1cc2c3c(cccc3c1)NC1(CCC3(CC1)Nc1cccc4cccc(c14)N3)N2	0%	25%[0.501 µM]	21%	50µM*	28µM*
5	Cc1cc(C)n(CCNC(=O)C2CCC(=O)N(Cc3ccc(Cl)cc3)C2)n1 (centres undefined)	i	-13%	33%[activator]	-6%	-2%[57.1 µM]
6	COc1ccc(CCNC(=O)C2CCN(S(=O)(=O)c3cccc4nonc34)CC2)cc1OC	-3%	7%[12.7 µM]	-6%	-5%	0%
7	CCOc1ccc(NC(=S)N(CCOC)C2CCN(C(C)C)CC2)cc1	-4%	1%	7%	-15%	-2%
8	NC1=NC(=Nc2cccc(S(N)(=O)=O)c2)c2ccccc21	-11%	-1%	15%	-13%	-2%
9	COC(=O)\C(C(C)=O)=C(/C=C/C=C/N(C)C)N(C)C	-18%	?	?	?	35µM*
10	CCN(CC)CCNC(=O)Cn1c(C)cc2ccccc2c1=O	-6%	7%[59 µM]	34%[activator]	-15%	9%
11	CCC(CC)c1nnc(NC(=O)CS(=O)(=O)c2ccccc2)s1	-6%	10µM*	4%	-4%	0%
12	CCOC(=O)N=S(=O)(Oc1ccc([N+](=O)[O-])cc1)c1ccc(Cl)cc1 (centres undefined)	9%	?	6%	-34%	-8%

no.	Pin1 inh	GLS inhibitor	BLM inh	HP1b binding inh
1	-4%	-13%	-5%	38%
2	7%	-5%	-3%	42%[activator]
3	0%	15%	-5%	26%
4	-6%	18%	-17%	?
5	4%	-5%	1%	29%
6	28%	5%	-3%	29%
7	-7%	5%	-3%	32%
8	2%	9%	2%	43%[activator]
9	?	-30%	3%	-5%
10	0%	0%	-2%	3%
11	0%	?	0%	-38%
12	-2%	4%	-4%	8%

# Whole records from above. Order of screens: PGK inhibitor, G9a block, Pol iota inh, JMJD2A Tudor, BAZ2B block, Pin1 inh, GLS inhibitor, BLM inh, HP1b binding inh
# `Cn1nc(CSc2ccccc2)c(C=O)c1Cl` as listed: -5%, 35%, 95%[activator], -4%, 1%, 0%, 15%, -5%, 26%
# `CN(C(=O)CSc1ccncc1)C1CCCN(Cc2ccccc2F)C1` (centres undefined) as listed: i, 80%[activator], -1%, 6%, 0%, 7%, -5%, -3%, 42%[activator]

# Next part:
no.	Compound	PGK inhibitor	G9a block	Pol iota inh	JMJD2A Tudor	BAZ2B block
13	Cc1cc(C)c(NC(=O)Cn2c(=O)n(CC3CCCO3)c(=O)c3ccccc32)c(C)c1 (centres undefined)	3%	3%[59 µM]	0%	-10%	-1%
14	Cc1cc(C2=NNC(=NC3CC3)SC2)c(C)n1-c1c(C)n(C)n(-c2ccccc2)c1=O	3%	?	74%[activator]	-6%	-11%
15	CCc1cccc(OCCCN2C(=O)NC(C)(C)C2=O)c1	i	15%	-3%	11%	-2%
16	C[C@@H]1COC(=O)[C@H](CC(=O)OC(C)(C)C)C/C=C\C[C@H](CC(=O)N(CCO)Cc2ccccc2)C(=O)N1	0%	/	-7%	-11%	/
17	Cc1ccc(N2CCN(C(=O)CCc3c(C)nc4ncnn4c3C)CC2)c(C)c1	i	-16%[59 µM]	12%	-12%	-14%
18	COC(=O)c1cccc(C23CC4(C2)[C@H](CN(Cc2ccc(C(F)(F)F)cc2)[C@@H]4c2ccccc2)C3c2ccc(C(F)(F)F)cc2)c1 (some centres undefined)	i	-43%[59 µM]	2%	-25%	-2%
19	Nc1c(N(Cc2ccco2)C(=O)COc2ccccc2)c(=O)[nH]c(=O)n1Cc1ccccc1	-9%	-12%[59 µM]	15%	-15%	-5%
20	CS(=O)(=O)Nc1ccc(C2=NN(S(C)(=O)=O)C(c3ccc4nccnc4c3)C2)cc1 (centres undefined)	0%	?	15%	-6%	-5%
21	CSCCC(NC(=O)c1occc1C)C(=O)O (centres undefined)	-11%	-8%[59 µM]	-1%	-13%	-5%
22	Cc1ccc(S(=O)(=O)N2CCN(C(=O)c3ccnn3C)CC2)cc1C	4%	/	-4%	-4%	2%
23	O=[N+]([O-])c1ccc2c(c1)nnn2-c1ccccc1	8%	22%	0%	-14%	?
24	CC1CCCC(C)N1C(=O)COc1ccccc1F (centres undefined)	-1%	-1%	15%	-2%	-7%

no.	Pin1 inh	GLS inhibitor	BLM inh	HP1b binding inh
13	-1%	2%	-5%	21%
14	0%	18%	-3%	25%
15	-2%	/	0%	27%
16	-1%	12%	/	18%
17	0%	3%	-3%	24%
18	34%[activator]	3%	-2%&-4%	3%
19	2%	2%	/	15%
20	6%	-3%	-7%	39%
21	-7%	0%	-2%	8%
22	-12%	13%	-1%	25%
23	8%	4%	-1%	27%
24	-2%	-6%	-3%	26%

# An excerpt of these results, with tabs.
item	SMILES	PGK inhibitor	G9a block	Pol iota inh	JMJD2A Tudor	BAZ2B block	Pin1 inh	GLS inhibitor	BLM inh	HP1b binding inh
16	C[C@@H]1COC(=O)[C@H](CC(=O)OC(C)(C)C)C/C=C\C[C@H](CC(=O)N(CCO)Cc2ccccc2)C(=O)N1	0%	/	-7%	-11%	/	-1%	12%	/	18%
17	Cc1ccc(N2CCN(C(=O)CCc3c(C)nc4ncnn4c3C)CC2)c(C)c1	i	-16%[59 µM]	12%	-12%	-14%	0%	3%	-3%	24%
18	COC(=O)c1cccc(C23CC4(C2)[C@H](CN(Cc2ccc(C(F)(F)F)cc2)[C@@H]4c2ccccc2)C3c2ccc(C(F)(F)F)cc2)c1 (some centres undefined)	i	-43%[59 µM]	2%	-25%	-2%	34%[activator]	3%	-2%&-4%	3%
19	Nc1c(N(Cc2ccco2)C(=O)COc2ccccc2)c(=O)[nH]c(=O)n1Cc1ccccc1	-9%	-12%[59 µM]	15%	-15%	-5%	2%	2%	/	15%
20	CS(=O)(=O)Nc1ccc(C2=NN(S(C)(=O)=O)C(c3ccc4nccnc4c3)C2)cc1 (centres undefined)	0%	?	15%	-6%	-5%	6%	-3%	-7%	39%

# Continuation.
no.	Compound	PGK inhibitor	G9a block	Pol iota inh	JMJD2A Tudor	BAZ2B block
25	CN1CCN(NC(=O)c2cccc(Br)c2)CC1	-9%	-8%[59 µM]	-14%	-5%	9%
26	CC1CCc2cc(F)ccc2N1C(=O)CSc1nnc2c(n1)[nH]c1ccc(F)cc12 (centres undefined)	/	31%[0.501 µM]	1%	-20%	?
27	COCCCNC(=O)C1CCC(CNS(=O)(=O)c2ccc(OC)cc2)CC1 (centres undefined)	3%&-12%	11%	91%&-6%[activator]	-8%&-4%	15%&1%
28	COc1ccc(CN(C)CC(=O)Nc2c(C)cccc2C)c(OC)c1	0%	-16%	118%[activator]	-13%	-15%
29	CC(C)CCn1c(N2CCCC2)nc2c1c(=O)n(C)c(=O)n2C	i	-12%	14%	-8%	1%
30	COc1ccc(C2C(=O)c3ccccc3C2=O)cc1	i	?	-20%	-34%	?
31	C/C(=N/OC(=O)C1CC1)c1cc(-c2ccc(Cl)cc2)no1	-2%	/	-8%	-9%	7%
32	O=C(NC1CCCCCC1)c1ccco1	6%	45%	32µM*	?	-23%
33	CCCN(C(=O)c1cccs1)c1c(N)n(Cc2ccccc2)c(=O)[nH]c1=O	7%	?	12%	-4%	1%
34	CC(C)CCN(C(=O)c1csnn1)C(C(=O)NC1CCCCC1)c1ccc(F)cc1 (centres undefined)	0%	17%	89%[activator]	-6%	-6%
35	CCOC(=O)C[C@H]1c2ccccc2S(=O)(=O)N1Cc1cc(OC)c(OC)c(OC)c1	2%	/	-20%&45%	-1%	/
36	CCOc1cc(C2Nc3ccccc3C(=O)N2Cc2ccco2)ccc1O (centres undefined)	/	/	-1%	-14%[57.1 µM]	/

no.	Pin1 inh	GLS inhibitor	BLM inh	HP1b binding inh
25	-2%	11%	-7%	24%
26	-2%	2%	2%	24%
27	?	8%&-11%	3%&3%	10%&-13%
28	7%	-14%	3%	9%
29	-5%	1%	-4%	21%
30	-15%	1%&-3%	-6%&-8%	-12%
31	0%	4%	-4%	38%
32	?	14%	0%	16%
33	-1%	0%	/	32%
34	-9%	9%	-10%	33%
35	-9%	0%	/	16%
36	5%	/	/	26%[57 µM]

# With a hit mark in BAZ2B block (from the list above):
no.	Compound	PGK inhibitor	G9a block	Pol iota inh	JMJD2A Tudor	BAZ2B block
4	c1cc2c3c(cccc3c1)NC1(CCC3(CC1)Nc1cccc4cccc(c14)N3)N2	0%	25%[0.501 µM]	21%	50µM*	28µM*
9	COC(=O)\C(C(C)=O)=C(/C=C/C=C/N(C)C)N(C)C	-18%	?	?	?	35µM*

no.	Pin1 inh	GLS inhibitor	BLM inh	HP1b binding inh
4	-6%	18%	-17%	?
9	?	-30%	3%	-5%

# Remaining list, next part.
no.	Compound	PGK inhibitor	G9a block	Pol iota inh	JMJD2A Tudor	BAZ2B block
37	FC(F)c1nnc2ccc(Cl)nn12	-7%	-1%	40%[activator]	-5%	-11%
38	CN(C)S(=O)(=O)N1CCN(c2ccccc2)CC1	-6%	11%	12%	-6%	13%
39	O=S(=O)(Nc1nc2ccccc2nc1Nc1ccc2c(c1)OCO2)c1ccc(F)cc1	9%	?	21%	-5%	-4%
40	CCc1noc(C)c1C(=O)N(C)CC(=O)Nc1ccccc1C(F)(F)F	i	-5%	21%	-6%	-1%

no.	Pin1 inh	GLS inhibitor	BLM inh	HP1b binding inh
37	-4%	3%	-4%	29%
38	-5%	17%	-2%	14%
39	-1%	11%	-5%	8%
40	-2%	-7%	/	31%

# Not all compounds are listed; the hit share may differ from the screen's.
